Screening results deposited in PubChem BioAssay by Sanford-Burnham Center for Chemical Genomics.
Gli-Sufu antag = blocks Gli-Sufu signaling in a luciferase reporter; Sufu-KO-LIGHT fibroblasts, Gli luciferase reporter luminescence; inhibition, % at 5 µM; hit rate 0.74% among 340,000;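 active = inhibition above about 55%, limit read from the data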;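 note: 0% = DMSO-treated cells and 100% = wells with medium but no cells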
UBC13 polyUb = human UBC13 polyubiquitination inhibition | P61088 | UBC13 polyubiquitin chain formation, TR-FRET | inhibition, % at 20 µM | hit rate 0.47% among 330,000; in the data active = inhibition above about 45%, passing the limit was not always enough; inconclusive = no clear call, values can overlap the other calls
Target sequence (P61088 whole entry, looked up): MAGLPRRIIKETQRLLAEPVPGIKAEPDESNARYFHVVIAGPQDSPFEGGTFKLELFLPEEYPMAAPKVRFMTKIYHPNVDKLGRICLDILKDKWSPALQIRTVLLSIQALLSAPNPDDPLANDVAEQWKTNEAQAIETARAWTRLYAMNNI
697 NFkB inh = lowers PMA/ionomycin-induced NF-kB signal in 697 B cells; 697 B-cell NF-kB luciferase reporter, 16 h; inhibition, % at 4 µM; hit rate 0.33% among 330,000; in the data active = inhibition above about 35%
Jurkat NFkB inh = lowers PMA/ionomycin-induced NF-kB signal in Jurkat cells; PMA/ionomycin-induced NF-kB luciferase reporter, luminescence; inhibition, % at 4 µM; hit rate 0.53% among 330,000; AID 435003; in the data active = inhibition above about 50%
CCR6 antag = blocks CCL20-driven beta-arrestin recruitment at human CCR6; P51684; CHO-K1 CCR6 PathHunter beta-arrestin, luminescence, CCL20-stimulated; inhibition, % at 20 µM; hit rate 0.49% among 340,000; AID 493098;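 active = compounds whose inhibition of the agonist-driven luminescence signal at 20 µM reaches about 50%, limit read from the data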;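 note: cells stimulated with CCL20 at 14 nM final; plate controls were DMSO with CCL20 for no effect and DMSO without agonist for full effect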
APJ antagonist = blocks the human apelin receptor APJ; P35414; CHO-K1 APJ beta-arrestin complementation, luminescence; inhibition, % at 20 µM; hit rate 0.32% among 330,000; AID 2521;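 active = inhibition above about 40% at 20 µM, limit read from the data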;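 note: cells challenged with 10 nM apelin-13 agonist together with compound; plate controls were apelin-13 plus DMSO wells for no effect and DMSO wells lacking apelin-13 for full effect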
Target sequence (P35414 whole entry, looked up): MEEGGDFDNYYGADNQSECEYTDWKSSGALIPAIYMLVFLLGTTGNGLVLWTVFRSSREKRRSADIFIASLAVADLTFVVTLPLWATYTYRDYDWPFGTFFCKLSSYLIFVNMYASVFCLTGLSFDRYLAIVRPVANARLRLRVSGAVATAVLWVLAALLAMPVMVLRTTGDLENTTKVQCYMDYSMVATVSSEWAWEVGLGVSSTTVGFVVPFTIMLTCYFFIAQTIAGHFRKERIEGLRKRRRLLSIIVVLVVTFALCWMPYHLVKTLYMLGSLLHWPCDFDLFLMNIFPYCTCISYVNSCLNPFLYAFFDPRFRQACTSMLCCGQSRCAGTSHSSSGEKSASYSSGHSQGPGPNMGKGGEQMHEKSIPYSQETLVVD
CXCR6 block = CXCR6 (human) receptor inhibition. CHO-K1 PathHunter CXCR6 beta-arrestin, luminescence. hit rate 0.36% among 360,000. inhibition, % at 20 µM. AID 602244; in the data active = inhibition above about 34%, passing the limit was not always enough;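 note: antagonist mode with CXCL16 agonist at 10 nM final; 0% = 10 nM CXCL16 with DMSO and 100% = unstimulated wells without agonist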
Target sequence (O00574 whole entry, looked up): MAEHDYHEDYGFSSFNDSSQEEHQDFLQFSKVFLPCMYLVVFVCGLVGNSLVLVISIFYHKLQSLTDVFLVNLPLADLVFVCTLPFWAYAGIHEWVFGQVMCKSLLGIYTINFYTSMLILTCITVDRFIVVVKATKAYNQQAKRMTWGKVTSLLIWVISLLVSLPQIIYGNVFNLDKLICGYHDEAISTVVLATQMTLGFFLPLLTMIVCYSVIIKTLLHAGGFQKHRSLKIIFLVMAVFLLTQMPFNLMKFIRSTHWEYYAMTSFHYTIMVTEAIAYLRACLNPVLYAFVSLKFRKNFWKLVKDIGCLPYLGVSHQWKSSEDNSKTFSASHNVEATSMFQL
EBI2 antag = blocks human EBI2 receptor beta-arrestin signaling; inhibition, % at 5 µM; hit rate 0.81% among 360,000; EBI2 beta-arrestin recruitment, luminescence, 7a,25-OHC stimulated; in the data active = inhibition above about 38%;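 note: enzyme fragment complementation signal reports receptor beta-arrestin coupling in cells; 0% = agonist plus DMSO wells and 100% = wells without agonist; some results beyond the cut were filed as inactive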
The depositor's hits bear a star; ? = inconclusive; / = no result given.

SMILES | Gli-Sufu antag | UBC13 polyUb | 697 NFkB inh | Jurkat NFkB inh | CCR6 antag | APJ antagonist | CXCR6 block | EBI2 antag
O=C1CN(C(=O)COc2ccccc2Cl)c2ccccc2N1 | -6.2 | -6.0 | -26.4 | -6.5 | 3.6 | 5.9 | 2.4 | -7.0
CCOC(=O)C1CCN(c2ncnc3cc(OC)c(OC)cc23)CC1 | 3.8 | -1.5 | 12.3 | 8.7 | -1.5 | 15.7 | 2.8 | -15.0
COc1nc(-c2ccccc2)ccc1-c1noc(-c2ccccc2)n1 | -5.1 | 14.9 | -32.3 | -30.6 | 11.9 | 16.2 | 2.5 | 7.5
CC1CCCCC1NC(=O)CSc1nnc(-c2ccncc2)n1CCCN(C)C (centres undefined) | 28.7 | 0.9 | 15.4 | 11.3 | -2.8 | 1.7 | -1.1 | -0.7
COc1ccc(-c2oc3ccc(-c4cc(OC)c(OC)c(OC)c4)cc3c2-c2ccc(OC)nc2)cc1 | 14.1 | ? | -2.2 | -12.5 | -2.3 | 1.3 | -1.9 | 19.2
O=C(N/N=C/c1ccco1)c1cc2ccccc2o1 | 0.4 | -20.0 | -20.1 | 3.1 | 8.7 | 10.2 | -0.3 | 16.9
CCOCCCNc1nc(-c2ccccc2)nc2ccccc12 | 8.8 | -5.4 | -61.1 | -17.5 | 19.5 | 10.7 | 6.7 | -0.5
CCOC(=O)c1cc(C)sc1N1C(=O)C2C3C=CC(C3)C2C1=O (centres undefined) | 4.9 | -1.3 | -3.9 | 12.2 | -5.8 | -10.2 | -2.5 | -14.2
CC1CN(C(=O)CCC(=O)NCCCN2C(C)CCCC2C)c2ccccc2O1 (centres undefined) | 3.5 | -4.8 | -5.7 | -7.7 | -4.5 | 10.1 | 2.2 | -3.3
CSCCC(NC(=O)COc1ccccc1)C(=O)N(C)Cc1ccc(Cl)cc1Cl (centres undefined) | -3.1 | 10.6 | 12.9 | -6.8 | 12.0 | -23.7 | -3.6 | 23.3
CCC(=O)Nc1c(-c2ccccc2)c(=O)c2ccccc2n1C | -14.0 | -9.9 | 10.4 | 6.8 | 5.5 | 14.8 | -8.0 | -1.3
CC(C)(C)n1nnnc1C(c1ccccn1)N(Cc1ccccc1)Cc1ccc(Cl)cc1 (centres undefined) | 16.9 | -7.4 | -15.6 | -16.0 | 4.0 | 11.4 | 10.4 | 36.5
CCOC(=O)c1ccccc1NC(=O)Cn1cnc2c(nnn2-c2ccc(C)cc2)c1=O | -3.7 | -3.2 | 3.7 | 3.6 | 16.8 | 17.6 | 4.9 | 6.0
Cc1ccccc1NC(=S)NC(C)CCc1ccccc1 (centres undefined) | 8.6 | 7.2 | 3.8 | 12.7 | 17.4 | 2.9 | -9.4 | 1.0
Cc1ccccc1NC(=O)CNc1ccccc1N1CCCCC1 | -8.7 | 0.1 | -9.5 | -12.0 | 15.1 | 5.0 | 5.4 | 34.6
Cc1cccc(N(C(=O)c2snc(C(N)=O)c2N)C(C(=O)NCC2CCCO2)c2ccc(N(C)C)cc2)c1 (centres undefined) | 2.7 | 32.4 | 9.8 | 12.2 | 4.2 | -31.2 | 4.5 | 28.2
COCCn1c(=O)[nH]c2cc(C(=O)N3CCN(c4cc(C)ccc4C)CC3)ccc2c1=O | -19.0 | -2.3 | -22.8 | 4.8 | 2.6 | 7.3 | 6.2 | 2.8
COCCCNC(=O)CCn1c(=O)c2ccccc2n(CC(=O)Nc2c(C)cccc2C)c1=O | 5.4 | -10.0 | -8.5 | -6.7 | -9.1 | -2.7 | -0.5 | 5.7
Cc1cc(C)n(-c2ccc(OCC(=O)O)nn2)n1 | -1.6 | 4.9 | 4.6 | 7.2 | 1.1 | -9.5 | -7.3 | -5.7
O=S(=O)(c1ccc(F)cc1)n1ccc(-c2cccc(OCc3ccc(Cl)cc3Cl)c2)n1 | 6.8 | 2.0 | 2.1 | -5.4 | 22.0 | 5.9 | 8.4 | 13.2
CCc1ccc(OC)c(S(=O)(=O)Nc2ccccc2C)c1 | 3.2 | 0.0 | 1.9 | -28.1 | 11.6 | -11.5 | 7.7 | -1.0
CN(Cc1ccccc1)c1nc2c(c(=O)n(C)c(=O)n2C)n1CCSc1ncccn1 | -5.7 | 4.0 | -23.2 | -12.1 | 3.2 | 8.2 | -2.8 | 15.4
Cc1onc(-c2ccccc2Cl)c1C(=O)NC1CCS(=O)(=O)C1 (centres undefined) | -7.7 | 6.6 | 5.8 | 11.8 | -8.5 | 2.2 | 0.3 | -3.3
O=C(NNC(=O)c1cccs1)c1ccc(Cl)c([N+](=O)[O-])c1 | -4.8 | 3.9 | -11.3 | -6.5 | 12.3 | 17.2 | 2.4 | -1.7
COc1ccc(CNS(=O)(=O)NCc2ccccc2)cc1 | -0.7 | 9.4 | 2.1 | -13.0 | -0.1 | -4.0 | -3.1 | 3.8
CCCOC(=O)CCCC[C@H]1SC[C@@H](NC(=O)OC)[C@H]1NC(=O)OC | 6.0 | -9.9 | -9.6 | -10.9 | -10.7 | -5.4 | 1.2 | 3.5
Cc1nc(N(CCO)C2CCCCC2)c2nnn(Cc3ccccc3)c2n1 | 7.1 | 0.7 | -52.2 | -9.4 | 5.6 | -4.3 | 2.2 | 11.8
Cc1cccc(N2C(=O)c3ccccc3C2=O)n1 | 20.1 | -6.3 | 1.4 | -2.4 | 6.2 | 0.6 | -2.4 | 0.7
O=C(NN1C(=O)C2C3c4ccccc4C(c4ccccc43)C2C1=O)c1ccc(Cl)cc1 (centres undefined) | 0.1 | -5.5 | -9.6 | 8.5 | -11.4 | -1.6 | -1.0 | -9.6
CCNC(=S)Nc1sc2c(c1C#N)CCC(C)C2 (centres undefined) | -3.1 | 5.2 | 2.1 | 13.7 | 9.4 | 15.5 | 5.6 | -7.7
O=C(O)c1ccc(Cl)c(S(=O)(=O)Nc2ccc(S(=O)(=O)Nc3cccc(Cl)c3)cc2)c1 | -3.4 | 3.2 | 7.4 | 10.7 | 10.1 | 7.9 | -4.2 | -7.6
COc1ccccc1/C=C/C=N/n1c(-c2cc(-c3ccccc3)n[nH]2)n[nH]c1=S | -1.5 | -10.3 | -3.0 | -0.8 | 5.0 | 1.3 | 5.7 | -0.3
Cc1ccc(C)c(N2CCN(c3cnn(-c4nc5ccccc5s4)c(=O)c3Cl)CC2)c1 | -15.5 | -14.8 | -241.8 | -127.9 | -1.3 | 4.2 | 7.5 | 14.5
Cc1onc(-c2ccccc2)c1C(=O)Nc1ccc(S(=O)(=O)Nc2nccs2)cc1 | -10.9 | 5.0 | 26.5 | 6.0 | 1.3 | -21.8 | -9.1 | -5.9
CC(=O)c1ccc(N2CCN(c3ccc(S(=O)(=O)NCCCN(C)C)cc3[N+](=O)[O-])CC2)cc1 | 22.9 | -1.2 | -40.4 | -0.7 | 25.6 | -2.1 | -10.6 | -2.7
CC1CCCCN1CCNC(=O)c1ccc2c(=O)n(Cc3ccc(Cl)cc3)c(=S)[nH]c2c1 (centres undefined) | 27.4 | 49.2* | -14.8 | -5.2 | 3.3 | 19.9 | 8.2 | 3.9

One compound at a time (already shown):
Profile of `Cc1nc(N(CCO)C2CCCCC2)c2nnn(Cc3ccccc3)c2n1` → Gli-Sufu antag: 7.1; UBC13 polyUb: 0.7; 697 NFkB inh: -52.2; Jurkat NFkB inh: -9.4; CCR6 antag: 5.6; APJ antagonist: -4.3; CXCR6 block: 2.2; EBI2 antag: 11.8
Profile of `O=C(NNC(=O)c1cccs1)c1ccc(Cl)c([N+](=O)[O-])c1` → Gli-Sufu antag: -4.8; UBC13 polyUb: 3.9; 697 NFkB inh: -11.3; Jurkat NFkB inh: -6.5; CCR6 antag: 12.3; APJ antagonist: 17.2; CXCR6 block: 2.4; EBI2 antag: -1.7

Further results
SMILES | Gli-Sufu antag | UBC13 polyUb | 697 NFkB inh | Jurkat NFkB inh | CCR6 antag | APJ antagonist | CXCR6 block | EBI2 antag
COc1cccc(CNC(=O)C2CCCN(S(=O)(=O)N3CC(C)CC(C)C3)C2)c1 (centres undefined) | -4.2 | -11.3 | -27.6 | -2.2 | 13.9 | 1.3 | -2.6 | -0.9
Cc1cc2c(=Cc3ccc(N(C)C)cc3)c3ccccc3n2[n+]1C | 83.3* | / | / | / | 26.7 | / | 16.7 | -18.8
Cc1ccc(C(=O)Nc2nc(=O)n(C(=O)c3ccccc3Cl)s2)cc1 | -18.8 | / | / | / | -0.3 | / | -2.9 | -5.2
Cc1ccc(OCC(O)CN2C(=O)NC(C)(C)C2=O)cc1C (centres undefined) | 5.8 | 4.4 | 4.7 | -1.2 | 3.9 | 11.3 | 5.3 | -0.2
CCc1ccc(NC(=O)C(C)OC(=O)c2ccc(NS(=O)(=O)c3ccc(C)c([N+](=O)[O-])c3)cc2)cc1 (centres undefined) | 1.5 | -22.3 | 4.9 | 9.1 | 31.6 | -2.5 | -1.9 | -12.4
COc1ccc(CC(=O)N(CC2CCCO2)c2nc3ccccc3s2)cc1 (centres undefined) | -0.4 | -1.5 | 5.6 | -11.1 | 17.5 | 7.2 | 7.6 | 0.8
Nc1cc(-c2ccc(Br)cc2)nn1S(=O)(=O)c1ccccc1 | 9.2 | 10.7 | -4.0 | 8.0 | 1.2 | 8.3 | 4.7 | 13.9
CCOC(=O)c1ccc(N2CCN(c3ccccc3F)CC2)c(NC(=O)Nc2ccccc2)c1 | -4.6 | 10.9 | 1.7 | 11.7 | 3.6 | -3.2 | 5.0 | -0.2
CSCC[C@H](N)C(=O)N1CCC(C(=O)N[C@@H](C)C(=O)NCc2ccc(F)cc2)CC1 | 5.8 | -7.0 | 8.0 | 9.9 | -3.1 | -15.8 | -2.4 | -7.2
COc1ccc(-c2[nH]c(-c3ccc(Cl)cc3)nc2SCC(=O)Nc2nccs2)cc1 | 0.1 | -11.9 | -16.1 | -18.9 | 11.0 | 6.5 | -15.3 | 14.5
COCCN=c1scc(-c2cccs2)n1/N=C(\C)c1ccco1 | -31.3 | -11.7 | -43.1 | -28.0 | 17.1 | 8.9 | 3.1 | -1.3
CCOc1cc(/C=C/C(=O)Nc2ccc(C(=O)NCCN(CC)CC)cc2)ccc1OCC(C)C | 13.6 | 77.8* | -35.1 | -21.8 | 24.5 | -7.0 | -14.0 | 0.1
COc1ccc(S(=O)(=O)N2CCCCC2)cc1Br | 0.3 | 9.1 | 6.6 | 14.6 | -6.8 | -6.1 | 2.0 | 3.2
CCN(Cc1ccccc1)C(=O)c1cccnc1 | -4.8 | 8.5 | 7.0 | 9.4 | -1.4 | 3.2 | -0.4 | -11.4
Cc1cc(=O)oc2c(C)c(OCC(=O)NCCCN3CCOCC3)ccc12 | 19.1 | 0.5 | -1.3 | -10.1 | 3.2 | 25.0 | 2.6 | -0.1
C/C(=N/OC(=O)c1ccc(C)cc1)c1ccc(N2C(=O)C3CCCCC3C2=O)cc1 (centres undefined) | -10.6 | 2.6 | -29.0 | -7.0 | -4.3 | 7.7 | -4.3 | -5.6
NC(=O)CC(NC(=O)Cc1ccc(Cl)cc1)c1ccc(NC2CCCC2)c([N+](=O)[O-])c1 (centres undefined) | 26.3 | -99.7 | -16.6 | 7.5 | 16.6 | -5.3 | 3.9 | -1.9
COc1ccc(NC(=O)/C=C/c2ccc3c(c2)OCO3)cc1 | -16.1 | -10.5 | -72.5 | -37.7 | 31.0 | -2.7 | -2.3 | -3.7
Nc1nc(CN2CCN(Cc3ccccc3)CC2)nc(N2CCCc3ccccc32)n1 | 9.9 | 2.8 | -1.5 | 3.4 | 15.7 | 11.9 | 4.6 | -14.4
Fc1ccccc1OCCCCCN1CCCC1 | 14.3 | 12.8 | -12.6 | -13.9 | -9.8 | 8.0 | 2.3 | -12.8
O=C1C(Cc2ccc(O)cc2)NC(=S)N1c1ccccc1 (centres undefined) | -13.6 | 19.2 | 12.4 | -0.4 | 13.5 | 14.4 | 4.3 | -4.6
CC1CCCN(CCCNC(=O)C2CCCN(c3ncnc4c3nc3n4CCCCC3)C2)C1 (centres undefined) | -10.5 | 24.1 | -7.4 | -0.8 | 3.6 | 16.6 | 5.5 | -14.3
NNC(=O)CNc1ccccc1Cl | 5.4 | 4.7 | 20.0 | -0.6 | 10.2 | -0.5 | -0.3 | -4.8
